Bioassay records deposited in PubChem BioAssay by Sanford-Burnham Center for Chemical Genomics.
CXCR6 inh: blocks human CXCR6 beta-arrestin recruitment; O00574; CHO-K1 PathHunter CXCR6 beta-arrestin, luminescence; inhibition, % at 20 µM; 0.36% of 360,000 active; in the data active = inhibition above about 34%, passing the limit was not always enough;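 note: antagonist mode with CXCL16 agonist at 10 nM final; 0% = 10 nM CXCL16 with DMSO and 100% = unstimulated wells without agonist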
Target sequence (O00574 whole entry, looked up): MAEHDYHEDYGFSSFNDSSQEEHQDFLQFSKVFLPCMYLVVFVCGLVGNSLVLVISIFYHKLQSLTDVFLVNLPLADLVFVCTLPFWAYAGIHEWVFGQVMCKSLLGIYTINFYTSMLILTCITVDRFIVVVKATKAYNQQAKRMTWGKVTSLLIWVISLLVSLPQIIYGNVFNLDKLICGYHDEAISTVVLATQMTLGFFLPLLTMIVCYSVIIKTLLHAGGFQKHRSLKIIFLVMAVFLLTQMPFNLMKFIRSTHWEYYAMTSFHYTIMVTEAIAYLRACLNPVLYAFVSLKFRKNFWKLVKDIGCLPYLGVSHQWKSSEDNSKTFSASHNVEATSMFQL
EBI2 antag: EBI2 (human) antagonism. inhibition, % at 5 µM. 0.81% of 360,000 active. P32249. AID 651636. EBI2 beta-arrestin recruitment, luminescence, 7a,25-OHC stimulated; in the data active = inhibition above about 38%;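 note: enzyme fragment complementation signal reports receptor beta-arrestin coupling in cells; 0% = agonist plus DMSO wells and 100% = wells without agonist; some results beyond the cut were filed as inactive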
Target sequence (P32249 whole entry, looked up, the tested form may be a part): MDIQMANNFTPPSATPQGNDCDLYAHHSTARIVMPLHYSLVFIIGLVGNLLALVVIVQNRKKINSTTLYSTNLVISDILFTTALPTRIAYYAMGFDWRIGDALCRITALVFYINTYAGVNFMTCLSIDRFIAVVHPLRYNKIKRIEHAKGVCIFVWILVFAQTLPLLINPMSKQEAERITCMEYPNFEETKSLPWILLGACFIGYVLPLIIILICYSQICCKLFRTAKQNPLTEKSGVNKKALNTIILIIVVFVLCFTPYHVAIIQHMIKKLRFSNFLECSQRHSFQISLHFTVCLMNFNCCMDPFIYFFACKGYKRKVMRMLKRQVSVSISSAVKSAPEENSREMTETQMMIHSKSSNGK
A3G deaminase: blocks human APOBEC3G single-stranded DNA deamination. Q9HC16. recombinant A3G, ssDNA deamination FAM/TAMRA fluorescence. inhibition, % at 20 µM. 0.28% of 330,000 active. AID 493012;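 active = inhibition of at least 40% at 20 µM, with no more than 30% in the related APOBEC3A deaminase screen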;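 note: plate controls were DMSO wells with A3G for no effect and wells lacking A3G enzyme for full effect; some compounds called inactive have numbers as strong as hits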
A3A deaminase: human APOBEC3A DNA deaminase inhibition | P31941 | recombinant A3A, FAM/TAMRA ssDNA deamination fluorescence | inhibition, % at 20 µM | 0.41% of 330,000 active | AID 493011;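 active = at least 40% inhibition at 20 µM here, with at most 30% in a related deaminase screen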;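 note: plate controls were A3A with DMSO for no effect and wells lacking A3A enzyme for full effect; some results filed as inactive read as strong as hits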
Target sequence (P31941 whole entry, looked up): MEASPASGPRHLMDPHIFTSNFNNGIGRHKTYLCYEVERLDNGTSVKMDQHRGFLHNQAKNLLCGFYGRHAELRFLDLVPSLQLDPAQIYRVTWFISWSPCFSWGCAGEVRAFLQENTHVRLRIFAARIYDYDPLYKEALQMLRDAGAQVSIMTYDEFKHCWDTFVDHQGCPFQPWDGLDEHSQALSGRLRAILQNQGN
MPTP block: blocks calcium-induced mitochondrial swelling; 1.4% of 360,000 active; inhibition, % at 10 µM; isolated mouse mitochondria, Ca2+ swelling absorbance, 30 min;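 active = inhibition of 50% or more, scaled per plate between neutral and stimulator controls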;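 note: 0% = DMSO wells given calcium and 100% = 1 mM EGTA wells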
CCR6 antag: blocks CCL20-driven beta-arrestin recruitment at human CCR6; 0.49% of 340,000 active; P51684; AID 493098; CHO-K1 CCR6 PathHunter beta-arrestin, luminescence, CCL20-stimulated; inhibition, % at 20 µM;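 active = compounds whose inhibition of the agonist-driven luminescence signal at 20 µM reaches about 50%, limit read from the data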;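 note: cells stimulated with CCL20 at 14 nM final; plate controls were DMSO with CCL20 for no effect and DMSO without agonist for full effect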
GRIN3A LBD mod: modulators (binders) of human NR3A ligand-binding domain. NR3A LBD differential scanning fluorimetry, Tm shift; 0% = protein alone, 100% = glycine-bound protein. Tm shift relative to glycine control, % at 25 µM. 2.5% of 340,000 active. AID 1259313;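 active = melting temperature shift of at least 10% of the positive control shift, at one fixed dose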
Gli-Sufu block: blocks Gli-Sufu signaling in a luciferase reporter; Sufu-KO-LIGHT fibroblasts, Gli luciferase reporter luminescence; inhibition, % at 5 µM; 0.74% of 340,000 active;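 active = inhibition above about 55%, limit read from the data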;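 note: 0% = DMSO-treated cells and 100% = wells with medium but no cells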
Active calls of the source: *; / = no result given.

Screens by letter – A = CXCR6 inh; B = EBI2 antag; C = A3G deaminase; D = A3A deaminase; E = MPTP block; F = CCR6 antag; G = GRIN3A LBD mod; H = Gli-Sufu block
1. CCCCCCCCN1C(=O)N(C)C(N(O)C(=O)NC)C1(C)C (centres undefined)
  A: -10.9	B: 2.6	C: -5.6	D: 0.7	E: -0.9	F: -8.8	G: 4.2	H: 3.8
2. Nc1nnc(N2CCCCC2)s1
  A: -1.3	B: -6.6	C: -1.6	D: 1.3	E: -2.1	F: -12.8	G: -0.2	H: -4.7
3. O=C(CN1CCC(NC(=O)C2CC2)CC1)Nc1ccccc1[N+](=O)[O-]
  A: 2.9	B: -2.0	C: 4.0	D: 5.6	E: -0.2	F: 14.3	G: -2.8	H: -13.0
4. COc1ccc(OC)c(N(CC(=O)O)S(=O)(=O)c2ccc(OC)c(OC)c2)c1
  A: 1.2	B: -10.5	C: -3.4	D: 0.0	E: -0.2	F: -5.8	G: 2.2	H: -6.0
5. CC(=O)Nc1c(O)nc(SCC(=O)Nc2nnc(CC(C)C)s2)[nH]c1=O
  A: -4.0	B: 3.8	C: -0.6	D: -1.1	E: -0.9	F: -1.5	G: -1.4	H: -7.6
6. O=C1CC(C(=O)N2CCN(c3ccccn3)CC2)CN1Cc1ccccc1Cl (centres undefined)
  A: 3.4	B: 1.7	C: -7.3	D: -3.5	E: 0.0	F: 4.7	G: 1.7	H: -4.5
7. O=C1CN(C(=O)COC(=O)/C=C/c2ccc(F)cc2)c2ccccc2N1
  A: -5.3	B: -5.7	C: -5.5	D: -0.5	E: 0.1	F: 5.7	G: 0.6	H: -9.5
8. Cc1nc2ccccc2c2oc(C(=O)N3CC(C)CC(C)C3)cc12 (centres undefined)
  A: 4.7	B: 9.3	C: -3.6	D: -1.4	E: -0.7	F: 4.7	G: -1.1	H: 14.0
9. CCc1ccccc1NC(=O)C1CCN(S(=O)(=O)c2ccc3c(c2)N(C(C)=O)CCO3)CC1
  A: -14.6	B: -1.1	C: -6.4	D: -5.7	E: 0.3	F: -2.5	G: 4.6	H: -5.4
10. Cc1ccc(N(C(=O)c2ccc3c(c2)OCO3)C2C=CS(=O)(=O)C2)cc1 (centres undefined)
  A: 5.6	B: 2.8	C: -7.6	D: -1.3	E: 0.3	F: -1.2	G: 0.4	H: 2.6
11. COc1ccc([N+](=O)[O-])cc1NC(=S)NC(C)=O
  A: 4.0	B: -4.0	C: -11.1	D: -1.7	E: -0.7	F: 12.2	G: -3.5	H: -0.7
12. COc1ccc(CNC(=O)CCSCc2ccccc2C)cc1
  A: 0.5	B: -2.3	C: 3.0	D: 4.3	E: -0.2	F: 12.6	G: 1.0	H: -0.3
13. COc1ccc(NC2CCCN(C(=O)c3ccc(C)c(N4CCNC4=O)c3)C2)cc1 (centres undefined)
  A: -0.9	B: 1.2	C: 2.5	D: -4.5	E: -2.1	F: 1.5	G: 1.5	H: -4.3
14. CC1(C(=O)N(CC(=O)NC2CCCC2)C2CCCC2)CC(=O)N=C2C=CC=CN21 (centres undefined)
  A: -11.5	B: -3.0	C: -1.2	D: 5.1	E: -1.5	F: -24.9	G: -2.0	H: -2.3
15. COC(=O)Cc1ccc(NC(=O)c2ccc(C(C)(C)C)cc2)cc1
  A: -23.7	B: 10.1	C: -8.3	D: -5.7	E: 0.7	F: 17.7	G: -4.0	H: 72.2*

Records 1–2 from above:
Screens by letter – A = CXCR6 inh; B = EBI2 antag; C = A3G deaminase; D = A3A deaminase; E = MPTP block; F = CCR6 antag; G = GRIN3A LBD mod; H = Gli-Sufu block
1. CCCCCCCCN1C(=O)N(C)C(N(O)C(=O)NC)C1(C)C (centres undefined)
  A: -10.9	B: 2.6	C: -5.6	D: 0.7	E: -0.9	F: -8.8	G: 4.2	H: 3.8
2. Nc1nnc(N2CCCCC2)s1
  A: -1.3	B: -6.6	C: -1.6	D: 1.3	E: -2.1	F: -12.8	G: -0.2	H: -4.7

(cont.)
Screens by letter – A = CXCR6 inh; B = EBI2 antag; C = A3G deaminase; D = A3A deaminase; E = MPTP block; F = CCR6 antag; G = GRIN3A LBD mod; H = Gli-Sufu block
16. O=C(NNS(=O)(=O)c1ccccc1[N+](=O)[O-])c1cccc(Br)c1
  A: 27.9	B: 4.7	C: -0.1	D: -3.4	E: 0.1	F: -13.3	G: 0.1	H: -26.2
17. COc1ccc([N+](=O)[O-])cc1NC(=O)CSCc1ccc(Br)cc1
  A: 5.5	B: 15.8	C: -2.9	D: 1.2	E: 0.8	F: 15.4	G: -3.9	H: 9.7
18. Cc1c(C(=O)N(Cc2cccc(Br)c2)C2CCS(=O)(=O)C2)oc2ccccc12 (centres undefined)
  A: 4.6	B: -8.9	C: -0.4	D: 1.4	E: -0.2	F: 18.1	G: -3.0	H: -17.5
19. CC(C)N(C(=O)NC(=O)NCC1CCCO1)S(C)(=O)=O (centres undefined)
  A: 3.0	B: -3.3	C: 6.5	D: -2.2	E: -1.9	F: -3.6	G: -2.4	H: 0.2
20. NNC(=O)/C(=C/c1cccs1)NC(=O)c1ccccc1Cl
  A: -7.2	B: -7.4	C: 5.5	D: 0.1	E: -0.2	F: 0.3	G: 0.9	H: 8.9
21. Cc1ccc(-c2n[nH]c(=O)c3ccccc23)cc1S(=O)(=O)Nc1ccc(F)cc1
  A: 8.2	B: 14.9	C: -3.9	D: 1.6	E: 18.9	F: 22.4	G: -1.4	H: 10.6
22. COc1ccc(CCNC2CC(=O)N(CCc3ccc(OC)c(OC)c3)C2=O)cc1OC (centres undefined)
  A: 0.0	B: -9.1	C: /	D: /	E: -1.9	F: 9.0	G: 0.7	H: 14.4
23. Cc1ccc(S(=O)(=O)C(CCC(=O)c2ccc(Cl)cc2)C(N)=O)cc1 (centres undefined)
  A: -5.4	B: -19.7	C: -6.7	D: -2.8	E: 4.3	F: -5.2	G: -0.9	H: 4.0
24. O=C(c1cccc(N2C(=O)c3ccccc3C2=O)c1)N1CCCC(C(F)(F)F)C1 (centres undefined)
  A: 2.0	B: -3.6	C: -7.4	D: -0.1	E: 0.3	F: 2.2	G: 2.4	H: -0.7
25. Cc1ccc(/C=N/NC(=O)c2ccc3nc[nH]c3c2)o1
  A: -1.3	B: 3.4	C: -8.7	D: -2.1	E: -0.6	F: 0.0	G: 0.0	H: 0.7
26. COc1ccccc1NS(=O)(=O)c1cc(N/C(=N\S(=O)(=O)c2ccccc2)c2ccc(F)cc2)ccc1Cl
  A: 0.9	B: 10.6	C: 0.5	D: 3.8	E: 4.3	F: 19.9	G: 1.0	H: 1.7
27. Cc1ccc(C2=NOC3(CC(=O)N(c4ccccc4)C3=O)C2)cc1 (centres undefined)
  A: -24.5	B: -6.0	C: 4.4	D: 5.1	E: 0.9	F: -0.3	G: 2.0	H: 4.2
28. CCc1noc(C)c1C(=O)OC(C)C(=O)Nc1cc([N+](=O)[O-])ccc1OC (centres undefined)
  A: 8.6	B: 14.7	C: -9.4	D: -2.2	E: -0.2	F: 9.7	G: 0.9	H: 2.3
29. Cc1sc2ncnc(OCC(=O)N3CCN(S(=O)(=O)c4ccccc4)CC3)c2c1C
  A: -2.4	B: -22.9	C: -2.7	D: 1.6	E: -1.0	F: 1.7	G: -0.7	H: 10.7
30. C/C(CC(=O)NCc1ccco1)=N\NC(=O)Cc1cccc2ccccc12
  A: 3.3	B: -4.2	C: -6.2	D: -4.0	E: -3.3	F: -7.0	G: 0.5	H: 4.8
31. Cc1ccc(SCCN2CCC(O)CCC2=O)cc1 (centres undefined)
  A: -9.9	B: -17.4	C: -12.3	D: -6.5	E: 0.6	F: -4.4	G: -0.6	H: -9.8
32. O=C(CCNC(=O)c1ccc([N+](=O)[O-])cc1)NC1CCCc2ccccc21 (centres undefined)
  A: -1.2	B: -2.6	C: 7.5	D: -1.9	E: -0.8	F: 5.1	G: 1.0	H: -17.6

Compounds above containing four or more nitrogen atoms:
Screens by letter – A = CXCR6 inh; B = EBI2 antag; C = A3G deaminase; D = A3A deaminase; E = MPTP block; F = CCR6 antag; G = GRIN3A LBD mod; H = Gli-Sufu block
1. CCCCCCCCN1C(=O)N(C)C(N(O)C(=O)NC)C1(C)C (centres undefined)
  A: -10.9	B: 2.6	C: -5.6	D: 0.7	E: -0.9	F: -8.8	G: 4.2	H: 3.8
2. Nc1nnc(N2CCCCC2)s1
  A: -1.3	B: -6.6	C: -1.6	D: 1.3	E: -2.1	F: -12.8	G: -0.2	H: -4.7
3. O=C(CN1CCC(NC(=O)C2CC2)CC1)Nc1ccccc1[N+](=O)[O-]
  A: 2.9	B: -2.0	C: 4.0	D: 5.6	E: -0.2	F: 14.3	G: -2.8	H: -13.0
5. CC(=O)Nc1c(O)nc(SCC(=O)Nc2nnc(CC(C)C)s2)[nH]c1=O
  A: -4.0	B: 3.8	C: -0.6	D: -1.1	E: -0.9	F: -1.5	G: -1.4	H: -7.6
6. O=C1CC(C(=O)N2CCN(c3ccccn3)CC2)CN1Cc1ccccc1Cl (centres undefined)
  A: 3.4	B: 1.7	C: -7.3	D: -3.5	E: 0.0	F: 4.7	G: 1.7	H: -4.5
13. COc1ccc(NC2CCCN(C(=O)c3ccc(C)c(N4CCNC4=O)c3)C2)cc1 (centres undefined)
  A: -0.9	B: 1.2	C: 2.5	D: -4.5	E: -2.1	F: 1.5	G: 1.5	H: -4.3
14. CC1(C(=O)N(CC(=O)NC2CCCC2)C2CCCC2)CC(=O)N=C2C=CC=CN21 (centres undefined)
  A: -11.5	B: -3.0	C: -1.2	D: 5.1	E: -1.5	F: -24.9	G: -2.0	H: -2.3
25. Cc1ccc(/C=N/NC(=O)c2ccc3nc[nH]c3c2)o1
  A: -1.3	B: 3.4	C: -8.7	D: -2.1	E: -0.6	F: 0.0	G: 0.0	H: 0.7
29. Cc1sc2ncnc(OCC(=O)N3CCN(S(=O)(=O)c4ccccc4)CC3)c2c1C
  A: -2.4	B: -22.9	C: -2.7	D: 1.6	E: -1.0	F: 1.7	G: -0.7	H: 10.7
